# Assay outcomes (PubChem)
# FEN1 inhibitor: blocks human flap endonuclease 1; P39748; Potency, µM (series often up to 114 µM), without a hit: at the highest dose activity change, negative = inhibition, most hits filed as inhibitors; hit rate 0.35% among 390,000; AID 588795; Recombinant FEN1 flap cleavage, fluorescence, 15 min; further: nearly all actives have a fitted effect of over 65% in size
#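 Quantitative HTS format: each compound was titrated, incubated with 10 nM nuclease for 15 min at room temperature, then challenged with flap substrate at 50 nM final. Signal change over 15 min gave concentration–effect curves.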
# TDP1 cell CPT: DT40-hTDP1 cell growth loss with CPT | chicken DT40 Tdp1-/-;hTDP1 cells + 20 nM CPT, ATP luminescence, 48 h | Potency, µM (doses to about 46.2 µM), inactives show top-dose activity change, negative = growth inhibition, most hits filed as inhibitors | hit rate 12% among 420,000; further: nearly all actives have a fitted effect of over 55% in size
#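 Chicken DT40 Tdp1-/- cells stably complemented with human TDP1 were seeded at 400 cells/well in medium containing 20 nM camptothecin, exposed to pin-transferred compounds, and grown at 37 °C for at least 48 hr. Viability was read as ATP luminescence.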
# GCN5L2 inh: GCN5L2 (KAT2A) acetyltransferase inhibition; Q92830; GCN5L2 HAT assay, ThioGlo1 CoA-SH fluorescence; Potency, µM (series often up to 58.9 µM), for the others: at the top dose activity change, negative = inhibition, usual class: inhibitors; hit rate 0.21% among 390,000; AID 504327
# Target sequence (Q92830 whole entry, looked up): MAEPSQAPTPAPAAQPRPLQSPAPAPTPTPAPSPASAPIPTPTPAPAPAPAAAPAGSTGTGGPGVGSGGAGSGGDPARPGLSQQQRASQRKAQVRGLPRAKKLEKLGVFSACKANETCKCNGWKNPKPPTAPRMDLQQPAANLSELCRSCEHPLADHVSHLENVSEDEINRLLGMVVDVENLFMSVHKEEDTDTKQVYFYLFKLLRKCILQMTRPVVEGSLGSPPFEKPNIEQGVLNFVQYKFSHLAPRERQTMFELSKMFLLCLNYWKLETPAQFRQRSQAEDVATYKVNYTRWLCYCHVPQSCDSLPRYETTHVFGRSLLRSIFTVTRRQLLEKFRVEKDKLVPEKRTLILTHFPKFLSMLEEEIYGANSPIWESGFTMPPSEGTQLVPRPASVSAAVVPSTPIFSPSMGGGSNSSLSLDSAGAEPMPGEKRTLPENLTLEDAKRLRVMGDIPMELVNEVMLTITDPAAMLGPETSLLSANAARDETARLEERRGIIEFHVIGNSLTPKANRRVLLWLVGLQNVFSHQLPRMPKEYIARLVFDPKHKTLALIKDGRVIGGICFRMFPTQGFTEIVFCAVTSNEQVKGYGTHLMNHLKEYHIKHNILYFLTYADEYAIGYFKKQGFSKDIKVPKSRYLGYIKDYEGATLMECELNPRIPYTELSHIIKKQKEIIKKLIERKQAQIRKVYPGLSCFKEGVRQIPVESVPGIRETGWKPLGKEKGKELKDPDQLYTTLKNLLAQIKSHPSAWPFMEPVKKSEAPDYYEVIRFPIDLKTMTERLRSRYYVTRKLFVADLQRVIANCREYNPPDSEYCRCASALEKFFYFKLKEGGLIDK
#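 Fluorescence readout, Ex340nm/Em540nm: ThioGlo1 (50uM final) reacts with free CoA thiol released as 20nM GCN5L2 acetylates H3(1-25) peptide (75uM) using acetyl-CoA (70uM). Compound and enzyme sat 15 min beforehand; 20 min room-temperature reaction.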
# Numbers without * were called inactive; ? = inconclusive; / = no result given; & = joins results of further samples; [ ] = remark or other dose. The call rests on the fitted dose curve; in most records, active means well fitted curve in the direction sought with a large enough effect; inconclusive means small, poorly fitted or top-dose-only effect, or another doubt; inactive means no such curve, though single readings can be large; an effect the other way counts as inactive or inconclusive. On the % scale 0 is the no-effect control and ±100 the full control effect; potency means the concentration at half of the fitted maximal effect. Some of the compounds tested; the hit share may differ from the screen's.
SMILES,FEN1 inhibitor,TDP1 cell CPT,GCN5L2 inh
Cc1csc(Nc2ccccc2)[n+]1C,-4.7%,-1.6%,-0.1%
Cc1cnc(NC(=O)C2COc3ccccc3O2)s1 (stereo not given),0.6%,20.6µM*,1.0%
COC(=O)CCc1c(C)c(C(=O)c2ccc(F)cc2)c2ccccn12,8.6%,5.9%,-4.0%
Cc1ccc(S(=O)(=O)Nc2cccc(C(=O)N3CCOCC3)c2)c(C)c1NS(C)(=O)=O,4.7%,8.9%,-1.3%
O=C(NCCN1C(=O)S/C(=C\c2cccnc2)C1=O)c1ccc([N+](=O)[O-])s1,-6.6%,?,-2.5%
CCOc1ccc2nc(NCCNC(=O)c3cc(OC)c(OC)c(OC)c3)c(C#N)cc2c1,19.6%,-20.2%,?
COc1ccc(/C=N/N=C2/NC(=O)C(c3ccccc3)(c3ccccc3)S2)cc1,-11.6%,?,-5.6%
COc1ccc(CN2CCN(C(=O)CN3C(=O)C4C5C=CC(C5)C4C3=O)CC2)c(OC)c1OC (stereo not given),9.2%,-27.9%,-12.7%
O=C(CNC(=O)c1ccccn1)N/N=C/c1ccc2c(c1)OCO2,-2.2%,-2.9%,-2.0%
CCOC(=O)[C@@H]1[C@H]2COc3ccccc3[C@H]2N2C(=O)N(c3cccc(F)c3)C(=O)[C@]12C,-9.4%,-6.9%,0.4%
O=C(NC1CCCCC1)C1CN(S(=O)(=O)c2ccccc2)CCN1S(=O)(=O)c1ccccc1 (stereo not given),-15.8%,-28.5%,-2.4%
CNC(=S)Nc1cc(OC)c(NC(=O)c2ccco2)cc1OC,-12.2%,8.0%,-4.1%
Cc1cc(C)n(CCN(C)C(=O)c2cc(COc3c(F)cccc3F)on2)n1,6.1%,0.5%,2.1%
COC(=O)C(NC(C)=O)(Nc1ccc(C)cn1)C(F)(F)F (stereo not given),0.3%,17.5%,0.9%
Cc1cc(O)ccc1Nc1nc(-c2cccnc2)cs1,-3.1%,-50.8%,-8.5%
Cc1noc(C)c1COc1ccccc1C(=O)N1CCN(c2cccc(Cl)c2)CC1,-5.6%,?,-6.2%
O=C(CCC1N=C2c3ccccc3N=C(SCc3ccc(Cl)cc3)N2C1=O)NCc1cccs1 (stereo not given),4.7%,?,-12.0%
COc1ccc(C(=O)NCc2nnc(SCC(=O)Nc3ccccc3)n2-c2ccc(F)cc2)cc1,-2.3%,-0.1%,-7.6%
COc1cc(Cl)c(S(=O)(=O)NCCCN2CCOCC2)cc1Cl,-3.7%,-13.7%,-1.2%
CC(NC(=O)c1cccc(S(=O)(=O)N2CCN(Cc3ccccc3)CC2)c1)c1ccccc1Cl (stereo not given),-14.6%,?,/
O=C(O)CCCCCN1C(=O)C(O)=C(C(=O)/C=C/c2ccccc2)C1c1ccccc1[N+](=O)[O-] (stereo not given),4.8%,-13.6%,-3.0%
Cc1cccc(C(=O)Nc2ccc(S(=O)(=O)N3CCOCC3)cc2)c1[N+](=O)[O-],14.2%,-18.4%,-14.1%
Cc1cccc(NC(=O)c2sc(-n3nc(C)c(CCC(C)C)c3C)nc2C)c1C,8.7%,?,-15.9%
COc1ccccc1NC(=O)Cn1nc(-c2ccc3c(c2)OCCO3)ccc1=O,0.4%,6.6%,0.0%
COc1ccc(C(=O)N/C(=C\c2cn(S(=O)(=O)N(C)C)c3ccccc23)C(=O)NC(C)C)cc1,19.0%,3.4%,-2.2%
Oc1ccc(-c2nnc(Nc3cccc(O)c3)c3ccccc23)cc1,-16.8%,-29.3%,-2.8%
CC(C)n1ncc2c(C(=O)NCc3ccccc3CN(C)C)cc(C3CC3)nc21,9.8%,?,-4.3%
COc1ccc(C(=O)NC(=S)Nc2ccc(Cl)cn2)cc1OC,-1.3%,-24.9%,-1.3%
Cc1ccc(NS(=O)(=O)c2ccc3c(c2)oc(=O)n3C)cc1,5.5%,?,-17.6%
CN1CCN(CC(O)Cn2c3ccccc3c3ccccc32)CC1 (stereo not given),-14.4%,-22.9%,0.5%
Cc1cc(SCC#N)n2nc(C)c(-c3ccc(Cl)cc3)c2n1,-15.2%,-9.1%,1.6%
O=C(c1cc(Cl)ccc1O)N1CCN(S(=O)(=O)Cc2ccccc2)CC1,-1.7%,-20.9%,0.2%
COc1cccc(CNC(=O)Cc2csc3nc(-c4ccccc4)cn23)c1,-6.1%,?,-4.3%
Cn1cc(S(=O)(=O)N2CCCC2)cc1C(=O)Nc1ccc(F)cc1F,1.2%,?,1.8%
COc1cccc(OC)c1C(=O)Nc1ccc(N2CCN(C(=O)c3cccs3)CC2)cc1,-1.7%,-22.5%,-17.4%
CC1COC(Cn2c3ccccc3c3ccccc32)O1 (stereo not given),-21.7%,?,-8.8%
Cn1c(=NCC(O)COc2ccccc2)sc2ccccc21 (stereo not given),8.5%,-15.5%,-3.6%
Cc1cc(C(=O)COC(=O)c2ccc(O)cc2)c(C)n1CC1COc2ccccc2O1 (stereo not given),-7.8%,?,-6.9%
NC(=O)C(=O)N/N=C/c1cccc(C(F)(F)F)c1,0.6%,-3.9%,1.1%
CC(=O)NC1CCN(CC(=O)Nc2cccc([N+](=O)[O-])c2)CC1,3.3%,-20.9%,-1.3%

# Reformatted with bars between the fields: part of the list above
canonical_smiles | FEN1 inhibitor | TDP1 cell CPT | GCN5L2 inh
Cc1cc(C(=O)COC(=O)c2ccc(O)cc2)c(C)n1CC1COc2ccccc2O1 (stereo not given) | -7.8% | ? | -6.9%
CC(=O)NC1CCN(CC(=O)Nc2cccc([N+](=O)[O-])c2)CC1 | 3.3% | -20.9% | -1.3%

# Single records, as listed above. Order of values: FEN1 inhibitor, TDP1 cell CPT, GCN5L2 inh
# Results for `COc1cccc(CNC(=O)Cc2csc3nc(-c4ccccc4)cn23)c1` → -6.1%, ?, -4.3%
# Results for `NC(=O)C(=O)N/N=C/c1cccc(C(F)(F)F)c1` → 0.6%, -3.9%, 1.1%

# The list continues:
SMILES,FEN1 inhibitor,TDP1 cell CPT,GCN5L2 inh
CCOc1ccc(NC(=S)Nc2ccc(OC)cc2)cc1,7.2%,-5.5%,0.9%
Cc1cc2nc3c(=O)n(C)c(=O)n(C)c3nc2cc1N=CN(C)C,9.9%,-4.2%,-11.2%
COc1ccccc1-n1c(/C=C/c2c(C)n(C)c3ccccc23)nc2ccccc2c1=O,-22.1%,?,-9.5%
O=C(COc1ccc2ccccc2c1)NC1CC(=O)N(c2cccc(F)c2)C1 (stereo not given),-4.9%,?,-7.7%
COc1ccc(CCN2C(=O)c3cccc4c(C(=O)N5CCCCC5)ccc(c34)C2=O)cc1OC,-2.7%,16.4µM*,-5.5%
Cc1ccnc(NS(=O)(=O)c2ccc(NS(=O)(=O)c3cccs3)cc2)n1,9.9%,0.3%,-1.4%
COc1ccc(C(=O)NNC(=O)C(=O)/C=C(\O)c2ccc(C)cc2)cc1,-25.2%,5.4%,-22.3%
CC(=O)OCCc1[nH]c2ccccc2c1C,17.2%,-22.7%,-2.5%
O=C(CC(Nc1cccc(Cl)c1Cl)C(=O)O)c1ccccc1 (stereo not given),-6.5%,-22.0%,2.7%
COc1cccc(NC(=O)N2CCN(C(=O)C(Cc3ccc(OC)c(OC)c3)NC(C)=O)CC2)c1 (stereo not given),-15.0%,1.4%,-3.6%
CCn1c(SCC(=O)NCCc2ccccc2)nnc1-c1cccs1,-6.5%,-15.7%,-1.5%
CC12CCC(=O)N1C(C(=O)NCCN1C(=O)S/C(=C\c3ccccc3F)C1=O)CS2 (stereo not given),-3.5%,?,-12.4%
O=C(NCCc1nc2ccccc2n1Cc1ccccc1)c1ccco1,-2.0%,?,-2.7%
O=C(N/N=C/c1ccncc1)c1ccc(COc2cccc3cccnc23)cc1,0.1%,?,-1.0%
COc1ccc(Nc2ncc3c(n2)CCN(Cc2ccc(Br)s2)C3)c(OC)c1,10.9%,20.6µM*,-4.8%
N=c1sccn1CC(=O)NC(c1ccccc1)c1ccccc1,-2.2%,?,-0.4%
COc1ccc2nc3c(nc2c1)CCCC3,0.0%,2.7%,-7.7%
CCCC12CN3CC(C)(CN(C1)C3c1ccc(OC(C)C)cc1)C2=O (stereo not given),-2.9%,-29.7%,-2.6%
CCOC(=O)c1cc(OC(=O)c2ccccc2)n(-c2ccccc2)n1,-10.3%,3.8%,0.0%
CC(=O)c1c(C)[nH]c2ccccc2c1=O,-17.1%,0.3%,2.2%

# Taken from above:
# Reading of Cc1ccc(S(=O)(=O)Nc2cccc(C(=O)N3CCOCC3)c2)c(C)c1NS(C)(=O)=O in GCN5L2 inh: -1.3%
# Reading of COc1ccc(CN2CCN(C(=O)CN3C(=O)C4C5C=CC(C5)C4C3=O)CC2)c(OC)c1OC (stereo not given) in GCN5L2 inh: -12.7%

# The list continues.
SMILES,FEN1 inhibitor,TDP1 cell CPT,GCN5L2 inh
CCc1nnc(NC(=O)C2CSC3(C)CCC(=O)N23)s1 (stereo not given),0.9%,7.0%,-1.0%
COc1ccc(-c2[nH]ncc2CN2CCCOc3c(cccc3OC)C2)c(OC)c1,-1.8%,-12.9%,0.4%
COc1ccccc1NC(=S)N(Cc1ccco1)Cc1cc2cc(C)ccc2[nH]c1=O,17.7%,9.2µM*,-0.3%
C/C(=N\NC(=O)c1nnn(-c2nonc2N)c1-c1ccc2c(c1)OCO2)c1cccs1,-9.6%,1.64µM*,0.4%
COc1ccc(Br)cc1C(=O)Nc1ccc(NC(=O)c2ccco2)cc1,-3.8%,-13.9%,1.3%
Cc1cc(C)c(NC(=O)CCN2C(=O)c3ccccc3Sc3ncccc32)c(C)c1,10.0%,?,-14.2%
CCCCn1c(N)c(N(CC(C)C)C(=O)C2CCCO2)c(=O)[nH]c1=O (stereo not given),5.2%,7.9%,-1.1%
COc1ccccc1N(CC(=O)NC1CCCC1)C(=O)CNC(=O)c1cccs1,1.5%,-18.7%,-1.1%
O=S(=O)(c1ccc(SCc2cccc(Cl)c2)nc1)N1CCCC1,1.6%,-22.2%,-16.2%
CC1(C)CC(N(Cc2ccc(F)cc2)C(=O)c2ccc(F)cc2)CCO1 (stereo not given),-4.2%,-21.9%,-3.8%
CC(=O)c1cccc(NC(=O)C(C)OC(=O)CNC(=O)c2ccc(C)s2)c1 (stereo not given),-0.4%,-8.4%,-7.3%
CCCOc1ccc(-c2nc(SC)[nH]c(=O)c2C#N)cc1OC,7.7%,?,-6.4%
CN(C(=O)c1ccncc1)C1CCS(=O)(=O)C1 (stereo not given),-5.0%,-18.3%,-1.3%
Cc1c(C)c2c(c(C)c1O)CCC(C)(COc1ccc(CC3SC(=O)NC3=O)cc1)O2 (stereo not given),/,13µM*,?
COc1ccc(/C=C/C(=O)NCCCc2ccccc2)cc1,-1.2%,-7.4%,-1.4%
COc1c(C)cccc1C(=O)NC(=S)Nc1ccccc1N1CCCC1,2.7%,?,-4.9%
Cc1cc(Br)c2c(c1)C(O)(N1CCCCC1C)C(=O)N2 (stereo not given),-1.0%,1.0%,-3.8%
COc1ccc(CCNS(=O)(=O)c2cccc([N+](=O)[O-])c2)cc1,0.7%,2.7%,0.1%
CCC(O)CNC(=O)CCc1nnc(C2(c3ccc(Cl)cc3)CCC2)o1 (stereo not given),0.5%,-4.6%,-6.4%
CNS(=O)(=O)c1cccc(C(=O)NCC(c2cccs2)N(C)C)c1 (stereo not given),-3.3%,2.3%,1.4%
CCC(C)NC(=O)c1ccccc1NC(=O)C1COc2ccccc2O1 (stereo not given),-6.2%,-24.7%,-11.1%
Cc1cc(C)cc(NS(=O)(=O)c2cc3[nH]c(=O)c(=O)[nH]c3cc2C)c1,-1.7%&-4.8%,3.7%&7.2%,-32.8%&-5.5%
CCCCNC(=O)CCn1nc(-c2ccc(Cl)cc2)c2ccccc2c1=O,-0.7%&11.5%,?,-2.4%&-3.3%
N=c1n(Cc2ccccc2)c2ccccc2n1Cc1ccccc1,8.2%,18.4µM*,2.6%
COc1ccc(C2CC(c3cccs3)=NN2C(=O)CSc2nc3ccccc3o2)cc1 (stereo not given),0.6%,?,-6.0%
Cc1nc(-c2ccccn2)sc1C(=O)Nc1ccc(F)cc1F,0.4%,-17.0%,-3.3%
CC(=O)c1c(C)n(S(=O)(=O)c2ccc(Cl)cc2)c2ccc(NS(=O)(=O)c3ccc(Cl)cc3)cc12,1.8%,10.3µM*,-7.3%
O=C(CSc1nc(=O)[nH]c2c1CCC2)NCc1ccc(F)cc1,20.5%,17.2%,0.8%
CCOC(=O)c1ccc(NC(=S)NNC(=O)C2(C)CC2(Cl)Cl)cc1 (stereo not given),5.0%,-11.3%,-1.3%
Cc1cc(C)nc(NS(=O)(=O)c2ccc(NC(=O)CCN3C(=O)c4ccccc4C3=O)cc2)n1,-2.4%,-15.0%,-5.4%
COC(=O)c1ccccc1NC(=O)c1cc2nc(-c3ccccc3)cc(-c3ccccc3)n2n1,-4.3%,/,-2.8%
COc1cc(/C=C/C(=O)OCC(=O)Nc2cccc(F)c2)ccc1O,14.1%,?,-4.6%
CCCC(c1nnnn1Cc1ccc(OC)cc1)N1CCN(c2ccccc2)CC1 (stereo not given),38.5%[activator],?,-7.1%
O=C(CCNS(=O)(=O)c1ccccc1)NNC(=O)c1cccc(Cl)c1,-14.2%,-2.8%,-1.2%
